G9a block – G9a (human) methyltransferase inhibition; Q96KQ7; Potency, µM (top dose mostly 102 µM), without a hit: at the highest dose activity, negative = inhibition, usual class: inhibitors; AID 504332; hit rate 8.8% among 350,000; G9a H3K9 monomethylation, AlphaScreen, 2 h; note: potency is the fitted concentration of half-maximal effect; % is set by controls: 0 for no effect and ±100 for the full control effect; nearly all actives have a fitted effect of over 75% in size
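G9a (20 nM) was preincubated 15 min with compound, then reacted 2 h at room temperature with 500 nM biotin-H3K9 peptide and 20 µM SAM. Monomethyl-H3K9 detected by AlphaScreen using anti-H3K9me1 antibody.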
JMJD2A Tudor inh – JMJD2A Tudor domain (human) inhibition; O75164; AlphaScreen JMJD2A-Tudor / H3K4me3 peptide binding; Potency, µM (highest dose often 114 µM), for inactives: top-dose activity change, negative = inhibition, usual class: inhibitors; hit rate 4.4% among 390,000; AID 504339; note: potency is the fitted concentration of half-maximal effect; % is set by controls: 0 for no effect and ±100 for the full control effect; nearly all actives have a fitted effect of over 50% in size
Target sequence (O75164 whole entry, looked up, the tested form may be a part): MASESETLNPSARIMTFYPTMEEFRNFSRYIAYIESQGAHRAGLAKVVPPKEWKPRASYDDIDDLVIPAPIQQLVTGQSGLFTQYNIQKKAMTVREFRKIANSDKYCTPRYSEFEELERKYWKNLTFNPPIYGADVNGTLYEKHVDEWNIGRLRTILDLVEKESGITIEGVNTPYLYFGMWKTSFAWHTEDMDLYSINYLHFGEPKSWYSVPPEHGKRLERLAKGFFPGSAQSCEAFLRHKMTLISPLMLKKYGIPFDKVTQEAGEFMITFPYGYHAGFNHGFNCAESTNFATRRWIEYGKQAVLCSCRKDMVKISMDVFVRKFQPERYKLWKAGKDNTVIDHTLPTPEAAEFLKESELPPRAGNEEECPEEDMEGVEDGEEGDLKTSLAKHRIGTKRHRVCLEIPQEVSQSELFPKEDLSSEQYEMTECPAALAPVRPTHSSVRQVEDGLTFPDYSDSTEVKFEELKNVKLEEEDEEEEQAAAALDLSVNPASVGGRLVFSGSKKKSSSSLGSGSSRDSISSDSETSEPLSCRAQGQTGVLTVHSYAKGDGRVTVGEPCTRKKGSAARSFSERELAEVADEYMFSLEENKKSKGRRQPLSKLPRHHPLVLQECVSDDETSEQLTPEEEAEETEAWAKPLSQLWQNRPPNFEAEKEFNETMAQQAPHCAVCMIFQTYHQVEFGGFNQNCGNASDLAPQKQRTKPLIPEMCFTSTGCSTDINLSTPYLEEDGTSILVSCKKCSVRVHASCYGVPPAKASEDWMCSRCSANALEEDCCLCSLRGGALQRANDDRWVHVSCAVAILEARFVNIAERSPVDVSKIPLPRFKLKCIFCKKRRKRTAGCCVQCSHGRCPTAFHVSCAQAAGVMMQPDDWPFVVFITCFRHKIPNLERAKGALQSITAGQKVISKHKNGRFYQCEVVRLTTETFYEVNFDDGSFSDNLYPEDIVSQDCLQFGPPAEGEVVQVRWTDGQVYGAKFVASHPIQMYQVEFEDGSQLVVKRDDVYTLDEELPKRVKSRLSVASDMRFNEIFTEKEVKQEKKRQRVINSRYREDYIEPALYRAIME
PGK inhibitor – T. brucei PGK inhibition. P07378. PGK/GAPDH coupled, Kinase-Glo luminescence, 60 min. Potency, µM (highest dose often 57.5 µM), for inactives: at the top dose activity change, negative = inhibition, hits mostly inhibitors. hit rate 0.043% among 380,000. AID 602233; note: potency is the fitted concentration of half-maximal effect; % is set by controls: 0 for no effect and ±100 for the full control effect; nearly all actives have a fitted effect of over 60% in size
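Recombinant glycosomal PGK reaction used 1,3-bisphosphoglycerate generated in-well by GAPDH (100nM final) in 100mM TEA pH 7.6, 5mM MgCl2, 0.01% Tween-20. After 60 minutes at room temperature, ATP was read by Kinase-Glo Plus luminescence end-point.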
PI4K2A inh – inhibitors of human PI4K2A; Q9BTU6; purified PI4K2A, ADP-Glo luminescence, 1 h; stronger effect = lower value; activity change, negative = inhibition, % at 76.9 µM; hit rate 0.13% among 420,000; AID 1346378; in the data active = activity change below about -50%; inconclusive = mostly about -30% to -49%;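 note: -100% = wells without enzyme as full effect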
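PI4K2A activity was measured by ADP-Glo luminescence: enzyme (4 ug/mL stock) and phosphatidylinositol (1.2 mM stock) in Tris pH 7.5/MgCl2/EGTA/Triton X-100 buffer were reacted with ATP (300 microM stock) for one hour at ambient temperature.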
GLS inhibitor – blocks human kidney-isoform glutaminase activity | Potency, µM (top dose mostly 45.5 µM), without a hit: at the highest dose activity change, negative = inhibition, most hits filed as inhibitors | hit rate 0.21% among 410,000 | GLS enzymatic activity, qHTS titration | AID 624170; note: potency is the fitted concentration of half-maximal effect; % is set by controls: 0 for no effect and ±100 for the full control effect
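Glutamate formation by hKGA was monitored fluorometrically using coupled glutamate oxidase, HRP and Amplex Red. Substrate was added as 1 mM L-glutamine solution; incubation was 30 min at RT after an initial read.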
BAZ2B inh – inhibitors of human BAZ2B bromodomain; Q9UIF8; AlphaScreen BAZ2B-H3K14Ac peptide displacement; Potency, µM (top dose mostly 114 µM), for inactives: top-dose activity change, negative = inhibition, usual class: inhibitors; hit rate 4.4% among 360,000; AID 504333; note: potency is the fitted concentration of half-maximal effect; % is set by controls: 0 for no effect and ±100 for the full control effect; nearly all actives have a fitted effect of over 60% in size
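AlphaScreen luminescence quantifies BAZ2B engagement of H3K14Ac peptide; the protein and biotinylated peptide are both at 50 nM final, buffer PBS pH 7.4 with 0.01% Tween-20, all steps at room temperature.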
ERG Ets-DNA blk – inhibitors of human ERG Ets domain-DNA interaction. P11308. fluorescence polarization, His-ERG Ets domain / labelled DNA. Potency, µM (highest dose often 76.9 µM), for the others: at the top dose FP activity, negative = inhibition, actives largely listed as inhibitors. hit rate 0.028% among 370,000. AID 624246; active = well fitted inhibition curve with a large enough effect in the polarisation, with a control signal flat; inconclusive = small, poorly fitted or top-dose-only effect, or effect the other way, or a change in a side signal; inactive = no such curve, though single readings can be large or run the other way; the % refers to the polarisation;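 note: polarization taken with two DNA probes labelled with fluorescein and Texas red; potency is the fitted concentration of half-maximal effect; % of control where 0% means no effect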
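His-tagged ERG Ets domain (1 uM in the protein solution; 300mM KCl, 50mM Tris-HCl, 1mM EDTA, 1mM DTT, pH 7.5) received compound, then a probe mix of 5 nM fluorescein-DNA and 100nM Texas-615-DNA. Fluorescence polarization was read for both dyes.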
Pin1 inh – blocks the human prolyl isomerase Pin1. Q13526. Pin1 FP peptide displacement, HiFluor488, 10 min. Potency, µM (series often up to 115 µM), for the others: top-dose activity, negative = inhibition, hits mostly inhibitors. hit rate 0.009% among 390,000; active = well fitted inhibition curve with a large enough effect in the polarisation, with a control signal flat, not every such curve was filed as active; inconclusive = small, poorly fitted or top-dose-only effect, or effect the other way, or a change in a side signal; inactive = no such curve, though single readings can be large or run the other way; the % refers to the polarisation; note: potency is the fitted concentration of half-maximal effect; % is set by controls: 0 for no effect and ±100 for the full control effect
HP1b binding inh – inhibitors of HP1-beta chromodomain binding to methylated histone tails; P83916; AlphaScreen HP1-beta / biotin-H3K9me3 peptide binding; Potency, µM (titrated, usually from 114 µM), for inactives: at the highest dose activity change, negative = inhibition, most hits filed as inhibitors; hit rate 0.56% among 390,000; AID 540317; note: potency is the fitted concentration of half-maximal effect; nearly all actives have a fitted effect of over 70% in size; inactives centre near 23
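AlphaScreen: HP1-beta (50 nM) preformed 30 min with biotin-H3(1-18)K9me3 peptide (50 nM) in PBS pH 7.4, 0.01% Tween-20. Compound added for 30 min at RT, then streptavidin donor/nickel chelate acceptor beads (10 ug/mL) for 30 min.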
* marks the source's active call; other numbers are inactive results; i = inactive; ? = inconclusive; · = not tested or not shown; & = joins results of further samples; [ ] = another dose, or the depositor's remark. Unless noted, calls come from the whole dose curve; as a rule, active = well fitted curve in the direction sought with a large enough effect; inconclusive = small, poorly fitted or top-dose-only effect, or another doubt; inactive = no such curve, though single readings can be large; an effect the other way counts as inactive or inconclusive.

nr	compound	BAZ2B inh	HP1b binding inh	PI4K2A inh	Pin1 inh	PGK inhibitor	JMJD2A Tudor inh	G9a block	ERG Ets-DNA blk	GLS inhibitor
1	CCOc1ccccc1NC(=O)CN1CCN(S(=O)(=O)c2ccc(Br)cc2)CC1	8%[57.1 µM]	27%	-3	-6%	-3%	-6%	-10%[59 µM]	3%	1%
2	COCCNc1nnnc2c1sc1nc(N3CCOCC3)c3c(c12)CC(C)(C)OC3	·	3%	14	0%	-6%	-32%	?	-16%	-1%
3	CCC(=O)N1c2ccccc2-c2nnc(SC)nc2OC1c1ccc(OC)c(OC)c1 (stereo not drawn)	10%	32%	-23	0%	-1%	-11%	?	-6%	1%
4	Nc1c(Br)cc(Br)c(N2CCCC2=O)c1Br	-5%	26%	-4	-4%	2%	10%	5%	6%	6%
5	COc1ccc(C(C)=O)cc1COC(=O)c1cccnc1SC	2%	26%	5	9%	-3%	-2%	1%	7%	0%
6	Cc1c(C(=O)N/N=C/c2ccc(O)c(Br)c2)sc(N)c1C#N	-3%	13%	4	?	1%	-10%	25%[59 µM]	12%	29%
7	CCOC(=O)C1=C(CP(=O)(c2ccccc2)c2ccccc2)NC(=O)NC1c1ccc(Cl)cc1 (stereo not drawn)	4%	23%	-1	-2%	-5%	-15%	?	-10%	-2%
8	COc1ccc(Cl)cc1Nc1nc(N)c2ccccc2n1	-11%	35%	-12	5%	-6%	-10%	79µM*	9%	2%
9	O=C(/C(=C(\[O-])c1ccccc1)[n+]1ccc2ccccc2c1)c1ccc([N+](=O)[O-])cc1	-5%	22%	1	-2%	-5%	-4%	-5%[59 µM]	-7%	-8%
10	O=C(COC(=O)c1ccc(O)cc1)NCCc1c[nH]c2ccccc12	-11%	10%	-1	-3%	-10%	-29%	-11%[59 µM]	-9%	18%
11	Cc1nc(-c2c(C(=O)NNC(=O)Nc3c(C)cccc3C)noc2C)cs1	0%	10%	-5	-7%	-4%	-7%	-5%	-11%	-5%
12	C#CCOCCOCCOCCNc1nc(N2CCN(C(=O)C([C@@H](C)O)n3cc([C@@H](N)CCCCN)nn3)CC2)nc(N2CCN(C(=O)[C@H](CO)n3cc([C@@H](N)C(C)C)nn3)CC2)n1 (stereo partly drawn)	·	25%	-2	1%	10%	79µM*	·	-2%	-4%
13	Cn1c(=O)c2c(nc(Oc3ccccc3)n2C)n(C)c1=O	0%&0%	8%	9	1%	-8%	0%	-29%	2%	0%
14	CCCOc1ncnc2c1sc1nc3c(cc12)COC(C)(C)C3	1%	54%[activator]	-3	40%[activator]	0%	-3%	-6%	15%	-3%
15	Cc1cccc(C(=O)N2CCN(c3ccc([N+](=O)[O-])c(N4CCOCC4)c3)CC2)c1	-14%	-6%	-9	-6%	-9%	4%[11.4 µM]	-40%[59 µM]	4%	-12%
16	O=C(NCc1ccccn1)c1ccc(NS(=O)(=O)c2cccc([N+](=O)[O-])c2)cc1	11%	43%[activator]	1	-1%	-3%	-8%	39%[12.7 µM]	3%	8%
17	Cc1nnc(SCC(=O)NC(C)(C)C)n1C1CCCCC1	5%	37%	13	-1%	-8%	-5%	-10%[59 µM]	-1%	-7%
18	Cc1csc2nc(COc3cccc(NC(=O)c4ccccc4F)c3)cc(=O)n12	-2%	55%[activator]	-12	12%	i	-23%	2%[59 µM]	0%	-5%
19	CC(=O)c1cccc(NC(=O)c2cc(-c3ccco3)on2)c1	3%	18%	0	44%[activator]	-1%	1%	?	2%	0%
20	Cc1ccc(-c2cc(C(=O)N/N=C/c3cccnc3)c3ccccc3n2)cc1C	·	11%	8	?	-7%	-31%	·	21%	-6%
21	CC(Oc1cc2oc(=O)cc(-c3ccccc3)c2cc1Cl)C(=O)NCC1CCC(C(=O)O)CC1 (stereo not drawn)	-9%[57.1 µM]	38%	-5	-5%	-11%	-16%	-11%	-5%	18%
22	CCOC(=O)CCSc1nc(C)cc(C(F)(F)F)c1C#N	111%[activator]	147%[activator]	3	?	-4%	103%[activator]	27%[59 µM]	·	-2%
23	Cc1ccc(S(=O)(=O)NCCC(=O)Nc2ccc(S(=O)(=O)NC(C)C)cc2)cc1	1%	28%	3	4%	i	-10%	-12%	4%	-2%
24	O=C(NC(=O)c1ccccc1)C1=C(N2CCCC2)COC1=O	-3%	30%	-4	-8%	-10%	-10%	-11%[2.33 µM]	-8%	8%
25	NNC(=O)[C@H](Cc1ccccc1)NC(=O)NCCc1ccccc1	3%	33%[activator]	-1	25%	-4%	-12%	-9%[2.33 µM]	-1%	8%
26	COCCNC(=O)C(OC(=O)c1cccs1)c1ccccc1 (stereo not drawn)	-22%	44%[activator]	2	1%	2%	-16%[57.1 µM]	5%[59 µM]	-6%	-4%
27	CCN(CC)C(=O)Cn1cnc2c1c(=O)n(C)c(=O)n2C	-2%	15%	-2	-3%	12%	-5%	56µM*	-2%	16%
28	O=C(COC(=O)CCC(=O)c1ccc(F)cc1)Nc1cccc(S(=O)(=O)N2CCOCC2)c1	-3%	46%[activator]	5	?	-4%	-4%	-20%	17%	-12%
29	Cc1c(C(=O)OCc2nc3scc(-c4ccccc4)c3c(=O)[nH]2)cccc1[N+](=O)[O-]	-8%	3%	2	23%	7%	-23%	?	1%	5%
30	CN(c1ccccc1)c1ccc(/C=C(\CCC(=O)O)c2nc3ccccc3s2)cc1[N+](=O)[O-]	11µM*	?	-1	·	?	45µM*	?	·	-5%
31	CCc1ccccc1N(CC(=O)NC1CCCCC1)C(=O)CCC(=O)Nc1ccccn1	1%	34%	2	2%	-7%	-11%	2%	-15%	-20%
32	COc1cc2c(C(=O)N3CCN(C4CCCCC4)CC3)cn(CC(C)C)c(=O)c2cc1OC	2%	15%	-10	?	-1%	-3%[11.4 µM]	?	-2%	-16%
33	COc1ccc(CN2CCN(CCc3ccccc3)C(CCO)C2)c(O)c1 (stereo not drawn)	-20%	19%	-13	-11%	i	-22%	-22%	7%	18%
34	COc1ccccc1N(CC(=O)N1CCN(c2ccc(F)cc2)CC1)S(=O)(=O)c1ccc(C)cc1	-35%	8%	1	-3%	-9%	-28%	?	3%	-1%
35	COC(=O)c1cc(NS(=O)(=O)c2ccc(N3CCCCCC3)c([N+](=O)[O-])c2)cc(C(=O)OC)c1	?	-25%	-6	2%	-2%	?	45µM*	3%	20%
36	CC(C)(C)n1nnnc1C(c1ccccc1)N1CCc2ccccc2C1 (stereo not drawn)	10%	18%	1	2%	-2%	-6%	?	-4%	-2%
37	N#CCC(CNc1ncc(C(F)(F)F)cc1Cl)OC(=O)c1cccc([N+](=O)[O-])c1 (stereo not drawn)	-5%	-11%	-5	-11%	-3%	?	-5%[59 µM]	·	1%
38	Cc1cc([N+](=O)[O-])nn1CC(=O)N/N=C/c1ccccc1F	-6%	7%	3	1%	-4%	0%	·	-1%	8%
39	O=C(CC(NC(=O)c1ccccc1)c1ccccc1)NCc1ccccc1 (stereo not drawn)	·	22%	-2	-2%	16%	-8%	·	7%	1%
40	c1cncc(-c2csc(-c3cccnc3)n2)c1	0%	34%	1	0%	-9%	-5%	-10%	-10%	2%
41	CCC(C(=O)NC(C)(C)C)N(C(=O)Cn1nnc(-c2ccccc2F)n1)c1cccc2c1CCCC2 (stereo not drawn)	5%	3%	-3	-6%	i	-22%	29%[12.7 µM]	-2%	-14%
42	NN=C1c2ccccc2-c2ccc(N)cc21	·	-23%	6	4%	8%	?	·	6%	35%
43	O=C(O)CN1C(=O)NC2NC(=O)NC21 (stereo not drawn)	-12%	15%	11	-1%	-8%	-10%	?	-6%	-1%
44	CCN(CC(=O)Nc1ccccc1OC)C(=O)COc1ccc2ccccc2c1	-4%	7%	-3	8%	-10%	-20%	-21%	13%	13%
45	C[N+](C)(C)CCOC(=O)CCC(=O)OCC[N+](C)(C)C	·	26%	-2&-1&-1	-4%	-1%	1%	-21%[12.7 µM]	5%	-14%&1%
46	COc1ccc(N2CCN(C(=O)COc3ccc(Cl)cc3Cl)CC2)cc1	?	-16%	-4	-2%	-2%	?	6.3µM*	-4%	25%
47	CCOc1ccc(C2C(C(=O)c3ccc(C)o3)=C(O)C(=O)N2c2cc(C)on2)cc1OC (stereo not drawn)	-26%[57.1 µM]	11%	4	-12%	-1%	-34%	50µM*	23%	9%
48	CC(=O)c1cccc(N=Cc2c(O)ccc3ccccc23)c1	?	-10%	2	14%	-13%	71µM*	1.6µM*	-2%	?

Compounds as they come; any-hit rate near 11%.
